RGS4 inh – human RGS4 inhibition | P49798 | HEK293 M3R/RGS4 inducible, Fluo-4 calcium flux; active compounds read high; triggered by carbachol at its EC20 | B-score at 10 µM | actives 0.45% (n = 310,000) | AID 463165;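 active means B-score, a plate-corrected calcium signal, over three deviations above library mean, with baseline fluorescence within five deviations of library mean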;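 further: RGS4 expression induced by doxycycline in cells with stable M3 receptor; B-score is computed from the integrated fluorescence ratio over baseline after carbachol; higher B-score means a larger calcium signal and so more RGS4 inhibition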
HIF act – HIF pathway transcriptional activation. U2OS HRE-luciferase reporter, luminescence; normalized: DMSO 0%, desferrioxamine 100%. actives 0.32% (n = 300,000). activation, % at 7.5 µM (by protocol). AID 1910;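 active means mean activation of at least 10% of the iron chelator positive control signal, with at least half of replicates also reaching 10%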
TRPC4 inh – blocks the mouse TRPC4 cation channel | actives 0.39% (n = 300,000) | HEK293 TRPC4beta/mu-opioid, DAMGO-evoked Fluo4 calcium flux; active compounds read low | B-score at 10 µM;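 active means B-score over 3 SD under the library average, no early fluorescence shift, positive overall ratio signal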
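Assay system: HEK293 cells with stable TRPC4beta plus mu-opioid receptor expression. Dosing: single dose. Measured by: Fluo4 Ca2+ flux fluorescence. Also added: DAMGO in two steps, submaximal then maximal. Read-out: B score from integrated Fluo4 fluorescence ratio.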
TRPC6 activator – activators of mouse TRPC6 channel; Q61143; HEK293-TRPC6 membrane potential dye fluorescence; active compounds read high; B-score at 10 µM; actives 0.13% (n = 310,000);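 active means B-score of the integrated fluorescence ratio above library mean plus 3 SD, and starting fluorescence ratio within library mean plus 5 SD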;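 further: higher score means more depolarization so channel activation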
Target sequence (Q61143 whole entry, looked up): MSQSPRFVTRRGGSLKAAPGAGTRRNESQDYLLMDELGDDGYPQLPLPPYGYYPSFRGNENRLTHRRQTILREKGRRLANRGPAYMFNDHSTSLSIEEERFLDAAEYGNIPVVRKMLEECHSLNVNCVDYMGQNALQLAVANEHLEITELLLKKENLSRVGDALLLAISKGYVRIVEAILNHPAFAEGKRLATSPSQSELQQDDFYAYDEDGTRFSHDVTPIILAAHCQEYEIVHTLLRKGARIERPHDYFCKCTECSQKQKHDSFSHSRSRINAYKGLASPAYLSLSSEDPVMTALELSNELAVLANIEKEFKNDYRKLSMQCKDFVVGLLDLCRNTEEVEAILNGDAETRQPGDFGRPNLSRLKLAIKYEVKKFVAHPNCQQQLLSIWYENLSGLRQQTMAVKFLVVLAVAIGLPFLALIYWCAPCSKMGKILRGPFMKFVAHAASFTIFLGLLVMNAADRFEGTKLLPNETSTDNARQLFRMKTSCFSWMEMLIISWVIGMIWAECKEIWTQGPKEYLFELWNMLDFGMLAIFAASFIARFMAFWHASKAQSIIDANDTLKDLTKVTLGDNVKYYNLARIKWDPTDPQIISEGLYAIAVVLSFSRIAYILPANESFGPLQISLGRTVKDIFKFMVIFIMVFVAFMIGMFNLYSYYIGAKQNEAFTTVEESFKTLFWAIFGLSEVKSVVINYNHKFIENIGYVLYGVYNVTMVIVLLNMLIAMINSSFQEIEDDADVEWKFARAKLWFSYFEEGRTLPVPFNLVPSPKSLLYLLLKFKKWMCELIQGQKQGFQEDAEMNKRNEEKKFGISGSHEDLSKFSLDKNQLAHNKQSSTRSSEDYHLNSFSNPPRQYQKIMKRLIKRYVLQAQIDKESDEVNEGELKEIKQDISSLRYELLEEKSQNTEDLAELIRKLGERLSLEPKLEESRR
MrgX1 allo act – human MrgX1 positive allosteric modulation, primary screen | Q96LB2 | MrgX1-HEK293, Fluo-4 calcium flux, FDSS; active compounds read high | B-score at 10 µM | actives 0.63% (n = 310,000);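 active means plate-corrected calcium response at least 3 library SD above typical, normal starting fluorescence, not activating the receptor alone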;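 further: compound read alongside a low EC10 to EC30 dose of BAM8-22 agonist; peak minus trough fluorescence over baseline measured at the second addition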
RGS4 act – RGS4 potentiation or activation; actives 0.92% (n = 310,000); B-score at 10 µM; AID 463111; HEK293 M3R/inducible RGS4, carbachol calcium flux Fluo4; active compounds read low;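 active means B-score of the integrated calcium signal more than 4 SD below the library mean, with starting fluorescence not abnormally high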;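 further: negative B-score means reduced calcium response which marks RGS4 activation or potentiation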
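test system = HEK293 cells with stable M3R and inducible RGS4 | schedule = recording 10 s baseline at 1 Hz, 100 s post-agonist | technique = Fluo4-AM (2 µM) calcium-flux fluorescence, kinetic read | measure = Agonist-evoked peak-minus-minimum fluorescence over baseline, integrated ratio, B score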
Platelet DG rel – modulates dense granule release in human platelets | inhibition, %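 (compounds screened at 7.5 µM in platelet-rich plasma)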 | actives 0.22% (n = 300,000) | AID 1663 | human platelet-rich plasma, SFLLRN dense granule ATP release, luminescence;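 active means mean replicate score, as percent of positive control, at or above 50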
MrgX1 antagonist – human MrgX1 receptor antagonism, primary screen | MRGX1-HEK293 calcium flux, Fluo-4, BAM8-22 antagonism; active compounds read low | B-score at 10 µM | actives 1.3% (n = 310,000);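 active means calcium-response B-score plate-corrected more than 3 library SD below zero, starting fluorescence within 5 deviations, no agonist response on first addition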;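 further: peak minus trough fluorescence over baseline after final BAM8-22 challenge near maximal dose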
TRPC6 inhibitor – blocks the mouse TRPC6 cation channel; Q61143; HEK293-TRPC6, membrane potential dye, ACh-evoked depolarization; active compounds read low; B-score at 10 µM; actives 1.1% (n = 310,000); AID 2553;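 active means B-score under library mean minus 3 SD, initial fluorescence not abnormally high, positive integrated signal ratio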;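 further: B-score derived from integrated fluorescence ratio over the kinetic read; more negative B-score means stronger inhibition of depolarization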
SKKanGAS inh – SKKanGAS growth inhibition; S. pyogenes SKKanGAS, kanamycin growth, BacTiter-Glo, 6 h; inhibition, % at 7.5 µM; actives 1.3% (n = 300,000);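 active means mean replicate score, as percent of positive control median, at least 50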;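 further: strain carries kanamycin resistance gene driven by streptokinase promoter and grows in 40 µg/ml kanamycin; loss of luminescence reflects streptokinase promoter inhibition or plain growth inhibition; 0% = median of DMSO wells and 100% = positive control at its reference dose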
MrgX1 ag – agonists of human MrgX1 receptor; MrgX1-HEK293 cells, Fluo-4 calcium fluorescence, agonist mode; active compounds read high; actives 0.44% (n = 310,000); B-score at 10 µM;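 active means calcium response B-score plate-corrected fluorescence ratio at least 3 library SD, with starting fluorescence B-score inside 5 SD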
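System – MrgX1-expressing HEK293 cells · Incubation – cells plated overnight, dye loaded 0.5 h 37 °C, 0.5 h room temperature · Technique – kinetic Fluo-4 NW fluorescence of intracellular calcium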
The depositor's hits bear a star; i = inactive; x = no result given. Rows are unselected; overall some 6.1% were active at least once.

compound	RGS4 inh	HIF act	TRPC4 inh	TRPC6 activator	MrgX1 allo act	RGS4 act	Platelet DG rel	MrgX1 antagonist	TRPC6 inhibitor	SKKanGAS inh	MrgX1 ag
CC(C)(C)n1nnnc1CN1C2CCC1CC(NC(=O)Nc1ccccc1)C2 (centres undefined)	i	-0.2	i	i	i	i	2.9	i	i	-22.6	i
CC(=O)NC(CCS(C)(=O)=O)C(=O)Nc1cccc(Cl)c1Cl (centres undefined)	i	0.1	i	i	i	i	1.4	i	i	-2.6	i
COc1ccc(NC(=O)C(Cc2ccccc2)n2cccc2)c(OC)c1 (centres undefined)	i	-0.2	i	i	i	i	-0.1	i	i	2.4	i
c1ccc2c(c1)ccc1nnc(SCc3ccc4c(c3)OCCO4)n12	i	1.2	i	i	i	i	12.8	i	i	-1.9	i
Fc1ccc(/C=N/NC(=S)Nc2ccc(Cl)cc2)cc1F	i	4.8	i	i	i	i	-16.0	i	i	-25.3	i
OCCC1CN(Cc2cccc(O)c2)CCN1CCc1ccccc1 (centres undefined)	i	-0.3	i	i	i	i	1.6	i	i	-7.8	i
C/C(N)=C(/C#N)C(=O)COC(=O)C1CSC2(c3ccc(F)cc3)CCC(=O)N12 (centres undefined)	i	-0.1	i	i	i	i	13.4	i	i	-0.5	i
Cc1cccc(-c2nnc(SCC#N)n2-c2ccccc2)c1	i	-0.3	i	i	i	i	4.1	i	i	-4.7	i
O=c1[nH]c(CN2CCN(c3ccc(F)cc3)CC2)nc2ccccc12	i	0.2	i	i	i	i	2.1	i	i	-1.8	i
Cc1cc(C)c(C(=O)Nc2ccc(S(=O)(=O)Nc3ccccn3)cc2)c(C)c1	i	-0.4	i	i	i	i	-42.5	i	i	1.8	i
O=C(O)Cn1c(-c2ccccc2)nc2ccccc21	i	0.3	i	i	i	i	-7.7	i	i	-8.5	i
CC(C)(C)NC(=O)Nc1nnc(SCC(=O)NC2CCCCC2)s1	i	0.8	i	i	i	i	-7.2	i	i	0.5	i
COC(=O)[C@@H]1[C@@H](C)OC(=O)N[C@H]1c1ccccc1	i	0.1	i	i	i	i	-1.9	i	i	-0.1	i
CN1C(=O)C2(C(C#N)=C(N)N(c3cc(Cl)cc(Cl)c3)C3=C2C(=O)CC(C)(C)C3)c2ccccc21 (centres undefined)	i	0.8	i	i	i	i	-15.7	i	i	-6.7	i
C=CCNC(=O)CN1CCC(NC(=O)c2ccco2)CC1	i	-0.2	i	i	i	i	6.4	i	i	7.2	i
CCCc1ccc(C2C3=C(CC(C)(C)CC3=O)NC3=C2C(=O)c2ccccc23)cc1 (centres undefined)	i	-0.2	i	i	i	i	3.0	i	i	26.1	i
Cc1ccc(C(=O)C(C)OC(=O)c2n[nH]c(=O)c3ccccc23)cc1 (centres undefined)	i	0.1	i	i	i	i	11.2	i	i	0.6	i
CCOc1ccc(C(C)=O)cc1CSc1nnc(N)s1	i	-0.7	i	i	i	i	-46.6	i	i	-1.0	i
Cn1cnnc1SCC(=O)c1ccc(O)c(O)c1	i	0.2	i	i	i	i	-2.7	i	i	-5.9	i
COCCn1c(=O)[nH]c2cc(C(=O)N3CCN(c4ccccc4OC)CC3)ccc2c1=O	i	-0.5	i	i	i	i	0.8	i	i	2.8	i
Cc1cc(C)nc(SCC(=O)Nc2nccs2)n1	i	-28.0	i	i	i	i	-1.4	i	i	-4.3	i
COc1ccc(C(=O)/C=C/N(C)C)cc1	i	0.1	i	i	i	i	7.7	i	i	-4.0	i
Cc1c(CCC(=O)NCCCN2CCCC2=O)c(=O)oc2cc(O)ccc12	i	0.3	i	i	i	i	6.5	i	i	-2.3	i
COC(=O)c1ccccc1NC(=O)CCS(=O)(=O)c1cc2c(cc1C)NC(=O)CO2	i	-0.3	i	i	i	i	6.2	i	i	-2.1	i
COCCOC(=O)c1sc2nc[nH]c(=O)c2c1C	i	-0.4	i	i	i	i	-2.9	i	i	1.9	i
COc1ccc(-c2noc(CCc3ccccc3)n2)cc1	i	4.4	i	i	i	i	-3.6	i	i	2.9	i
Cc1ccc(C(=O)COC(=O)C2CC3CCCC(C2)C3=O)cc1[N+](=O)[O-] (centres undefined)	i	-0.8	i	i	i	i	-3.2	-5.63*	i	-4.7	i
O=C(CN(Cc1ccccc1)S(=O)(=O)c1ccc(F)cc1)NCc1ccccn1	i	-7.8	i	i	i	i	20.5	i	i	-0.1	i
CC(C)=CC(=O)Nc1ccc2c(c1)OCO2	i	0.3	i	i	i	i	24.4	i	i	-2.0	i
COc1cc(C(=O)OCC(=O)Nc2cc(-c3cc(C)c(C)cc3C)nn2-c2ccccc2)cc(OC)c1OC	i	-0.4	i	i	i	i	1.8	i	i	2.2	i
CC(/C=N/NC(=O)c1cc(-c2cccs2)[nH]n1)=C\c1ccccc1	i	0.5	i	i	i	i	-8.2	i	i	-24.8	i
Cc1ccsc1C(=O)N[C@@H](C)c1nnc2ccccn12	i	-0.5	i	i	i	i	-24.0	i	i	-2.0	i
COc1ccc2[nH]c(=O)c(C(=O)O)cc2c1	i	-0.6	i	i	i	i	-1.6	i	i	1.6	i
CCOc1ccc(CCNC(=O)c2cccc(C#N)c2)cc1OCC	i	-0.2	i	i	i	i	-1.3	i	i	11.1	i
CCN(CC)S(=O)(=O)c1cccc(C(=O)Nc2sc3c(c2C(N)=O)CCCC3)c1	i	-0.2	i	i	i	i	0.6	i	i	2.3	i
O=[N+]([O-])c1ccc(Nc2ccccc2)c2nonc12	i	-0.4	i	i	i	i	-1.6	i	i	3.9	i
COC(=O)C1=C(C)OC(N)=C(C#N)C1c1cc2cccc(C)c2nc1Cl (centres undefined)	i	0.5	i	i	i	i	-6.3	i	i	-5.4	i
O=C(N/N=C/c1c[nH]c2ccccc12)C1CC(=O)N(c2ccccc2)C1 (centres undefined)	i	-0.2	i	i	i	i	-3.7	i	i	-9.7	i
O=C(Nc1ccc(F)c(Cl)c1)C1CCN(c2ncnc3c2nc2n3CCCCC2)CC1	i	0.6	i	i	i	i	-9.5	i	i	16.3	i
O=S(=O)(NCc1csc(-c2cccs2)n1)c1ccc(Cl)cc1	i	-0.3	i	i	i	i	3.5	i	i	-4.5	i
Cc1cnc(NC(=O)C2(c3ccccc3)CC2)s1	i	1.1	i	i	i	i	-8.6	i	i	4.7	i
Nc1nc(NCc2ccccc2)nc(Nc2cccc(F)c2)c1[N+](=O)[O-]	i	0.2	i	i	i	i	-3.1	i	i	x	i
COCCNC(=O)c1cccc(OC2CCN(Cc3cccc(SC)c3)CC2)c1	i	0.8	i	i	i	i	19.9	i	i	-7.1	i
COc1ccc([N+](=O)[O-])cc1NC(=O)c1ccc(N(Cc2ccccc2C)S(C)(=O)=O)cc1	i	0.0	i	i	i	i	-6.8	i	i	6.9	i
Cc1ccc(C)c(NC(=S)NC(NC(=O)/C=C/c2ccccc2)C(Cl)(Cl)Cl)c1 (centres undefined)	i	-1.7	i	i	i	i	0.2	i	i	18.8	i
COc1cc(OC)cc(C(=O)NNC(=S)Nc2ccccc2OC)c1	i	-0.5	i	i	i	i	7.1	i	i	-1.6	i
CC(=O)c1ccc(-n2nnnc2SCC(=O)NC2CCCCC2)cc1	i	-0.4	i	i	i	i	-7.5	i	i	2.5	i
CCCn1c(N2CCN(C(=O)Nc3ccccc3)CC2)nc2ccccc21	i	0.4	i	i	i	i	-2.4	i	i	9.0	i
COc1cc(C(c2nnnn2C2CCCC2)N2CCN(C)CC2)cc(OC)c1OC (centres undefined)	i	0.3	i	i	i	i	-6.8	i	i	-9.6	i
Cc1cc(C)n(-c2ccc(C(=O)Nc3ccc(S(=O)(=O)NCc4ccco4)cc3)cc2)n1	i	0.5	i	i	i	i	2.0	i	i	6.9	i

Following part
compound	RGS4 inh	HIF act	TRPC4 inh	TRPC6 activator	MrgX1 allo act	RGS4 act	Platelet DG rel	MrgX1 antagonist	TRPC6 inhibitor	SKKanGAS inh	MrgX1 ag
COc1ccc(Cl)cc1C(=O)Nc1nnn(C)n1	i	0.7	i	i	i	i	-3.9	i	i	-5.8	i
O=C(CN1CCOCC1)N/N=C/C=C/c1ccccc1	i	-0.5	i	i	i	i	-1.1	i	i	-1.7	i
Cc1cc(C)c(NC(=O)CN2C(=O)NC3(CCCCC3)C2=O)c(Cl)c1	i	-0.7	i	i	i	i	-4.0	i	i	-3.1	i
CCC1(C)Cc2nc3[nH]c(=S)n(-c4ccccc4)c(=O)c3cc2CO1 (centres undefined)	i	-0.1	i	i	i	i	3.0	i	i	1.7	i
N#CCCn1cc(C(=O)N2CCOCC2)c(-c2ccc3c(c2)OCCO3)n1	i	-1.3	i	i	i	i	1.5	i	i	0.9	i
CCn1nnnc1SCC(=O)N1CCCc2ccccc21	i	-1.8	i	i	i	i	6.0	i	i	1.8	i
CCOCCCNC(=O)C(NC(=O)c1cnccn1)c1ccc(OC)cc1 (centres undefined)	i	-19.6	i	i	i	i	-1.8	i	i	-0.5	i
COc1cccc(-c2nc(N3CCN(c4ccccc4)CC3)c3ccccc3n2)c1O	i	0.9	i	i	i	i	-3.2	i	i	20.6	i
O=C1NC2(CCCCC2)NN1c1ccccc1	i	-0.2	i	i	i	i	-2.1	i	i	-2.1	i
COc1cc(NS(=O)(=O)c2ccc(NC(=O)/C=C/c3cccc([N+](=O)[O-])c3)cc2)ncn1	i	0.0	i	i	i	i	7.3	i	i	9.0	i
CC(OC(=O)c1ccc(Cl)c(S(=O)(=O)N2CCCC2)c1)C(=O)NC1CCCCC1C (centres undefined)	i	0.1	i	i	i	i	-4.9	i	i	-14.1	i
COc1cc(/C=C(\C#N)c2nc3ccccc3s2)cc([N+](=O)[O-])c1O	i	0.0	i	i	x	i	-5.8	x	i	22.6	x
CCOC(=O)N1CCC(NC(=O)CCc2nc(-c3ccc(C)cc3)no2)CC1	i	0.0	i	i	i	i	-11.2	i	i	-15.8	i
O=C(COC(=O)c1ccc(O)cc1O)N=c1sccn1Cc1ccccc1Cl	i	-13.4	i	i	i	i	-3.7	i	i	6.9	i

Screens: PubChem BioAssay, several laboratories
